NSD2 inh: blocks human NSD2 histone methyltransferase activity. O96028. NSD2-SET H3K36me1 DELFIA fluorescence, biochemical. inhibition, % at 12.5 µM. 44,000 tested, 0.07% active. AID 624260; in the data active means inhibition above about 54%, passing the limit was not always enough;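 further: inhibitors reduce the monomethyl H3K36 fluorescence signal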
Target sequence (O96028 whole entry, looked up): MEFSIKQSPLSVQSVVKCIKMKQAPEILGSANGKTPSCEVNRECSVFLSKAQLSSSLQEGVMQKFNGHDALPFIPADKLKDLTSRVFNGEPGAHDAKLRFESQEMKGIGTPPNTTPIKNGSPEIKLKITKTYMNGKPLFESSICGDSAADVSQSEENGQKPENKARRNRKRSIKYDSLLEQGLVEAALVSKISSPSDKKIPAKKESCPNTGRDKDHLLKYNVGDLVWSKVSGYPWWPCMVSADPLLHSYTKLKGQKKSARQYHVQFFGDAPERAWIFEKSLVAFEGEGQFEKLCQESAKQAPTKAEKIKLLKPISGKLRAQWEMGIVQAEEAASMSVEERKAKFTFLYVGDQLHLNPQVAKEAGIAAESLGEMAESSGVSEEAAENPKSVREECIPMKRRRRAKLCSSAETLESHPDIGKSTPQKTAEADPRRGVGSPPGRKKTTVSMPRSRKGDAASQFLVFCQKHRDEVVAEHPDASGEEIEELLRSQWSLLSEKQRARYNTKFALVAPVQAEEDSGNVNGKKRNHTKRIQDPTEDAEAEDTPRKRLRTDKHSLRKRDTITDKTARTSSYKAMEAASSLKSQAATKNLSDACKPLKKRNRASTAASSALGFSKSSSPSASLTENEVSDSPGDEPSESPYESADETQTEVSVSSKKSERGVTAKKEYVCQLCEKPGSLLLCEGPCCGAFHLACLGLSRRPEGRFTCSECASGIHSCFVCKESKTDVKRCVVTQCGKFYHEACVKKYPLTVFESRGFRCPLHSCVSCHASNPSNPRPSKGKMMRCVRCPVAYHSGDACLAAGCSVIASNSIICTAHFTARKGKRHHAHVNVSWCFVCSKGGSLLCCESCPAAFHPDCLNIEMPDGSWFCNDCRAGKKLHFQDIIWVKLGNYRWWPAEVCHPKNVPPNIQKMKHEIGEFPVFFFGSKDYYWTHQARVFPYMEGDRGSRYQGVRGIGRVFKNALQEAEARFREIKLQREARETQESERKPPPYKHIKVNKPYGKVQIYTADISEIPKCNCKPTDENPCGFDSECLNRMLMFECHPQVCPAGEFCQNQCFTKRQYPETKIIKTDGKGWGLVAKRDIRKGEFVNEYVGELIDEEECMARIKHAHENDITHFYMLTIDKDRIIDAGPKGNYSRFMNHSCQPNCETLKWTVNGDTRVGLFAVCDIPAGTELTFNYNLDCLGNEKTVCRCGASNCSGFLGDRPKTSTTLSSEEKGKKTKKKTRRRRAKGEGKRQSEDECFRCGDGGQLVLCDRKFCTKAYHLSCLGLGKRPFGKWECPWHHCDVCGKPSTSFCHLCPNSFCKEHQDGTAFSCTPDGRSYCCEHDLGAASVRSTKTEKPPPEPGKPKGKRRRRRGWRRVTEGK
Active calls of the source: *.

SMILES	NSD2 inh
C[C@@H]1CN([C@H](C)CO)C(=O)Cc2cc(NC(=O)Nc3ccccc3)ccc2O[C@@H]1CN(C)Cc1ccc(C(F)(F)F)cc1	-3.4
COc1ccc(S(=O)(=O)Nc2ccc3c(c2)CC(=O)N([C@@H](C)CO)C[C@@H](C)[C@H](CN(C)S(=O)(=O)c2cccs2)O3)cc1	-0.3
CC(C)NC[C@H](O)COc1cccc2[nH]ccc12	1.2
COCC#Cc1ccc2c(c1)O[C@@H](CN(C)CC1CCCCC1)[C@H](C)CN([C@@H](C)CO)S2(=O)=O	1.7
CCCC#Cc1cnc2c(c1)C(=O)N([C@@H](C)CO)C[C@H](C)[C@H](CN(C)C(=O)Nc1ccc(OC)cc1)O2	-1.4
Cc1ccc(S(=O)(=O)N(C)C[C@@H]2Oc3ccc(NS(=O)(=O)c4c(C)noc4C)cc3CC(=O)N([C@H](C)CO)C[C@H]2C)cc1	5.2
C[C@H]1CN([C@@H](C)CO)C(=O)CCCn2cc(nn2)CO[C@H]1CN(C)Cc1cccc(O)c1	-1.6
C[C@H](CO)N1C[C@H](C)[C@H](CN(C)Cc2cccc(F)c2)Oc2cc(-c3cccc(C#N)c3)ccc2S1(=O)=O	7.0
C[C@@H]1CN([C@@H](C)CO)C(=O)Cc2cc(NC(=O)Nc3ccc(C(F)(F)F)cc3)ccc2O[C@@H]1CN(C)C(=O)Nc1ccc(F)cc1	-4.6
C[C@@H]1CN([C@@H](C)CO)C(=O)CCCn2nncc2CO[C@@H]1CN(C)Cc1ccc(Oc2ccccc2)cc1	3.3
COCC#Cc1ccc2c(c1)O[C@@H](CN(C)C(C)=O)[C@@H](C)CN([C@H](C)CO)S2(=O)=O	-0.4
CO[C@@H](CN(C)C(=O)C1CCOCC1)[C@@H](C)CN(C(=O)Nc1ccc(C(F)(F)F)cc1)[C@@H](C)CO	0.0
COc1ccc(CN(C)C[C@@H]2Oc3c(NC(=O)Nc4ccc5c(c4)OCO5)cccc3C(=O)N([C@H](C)CO)C[C@@H]2C)cc1	0.8
O=C(C[C@H]1CC[C@@H](NC(=O)Nc2ccc(C(F)(F)F)cc2)[C@@H](CO)O1)NCCN1CCCC1	-2.8
C[C@H]1CN([C@@H](C)CO)C(=O)Cc2cc(N(C)C)ccc2O[C@@H]1CN(C)Cc1ccc2c(c1)OCO2	11.8
C=CCN1CCN(c2nc3ccccc3nc2C#N)CC1	-8.2
C[C@H]1CN([C@@H](C)CO)C(=O)Cc2cc(NC(=O)Nc3ccccc3)ccc2O[C@@H]1CN(C)Cc1ccncc1	-4.1
Cc1ccc(S(=O)(=O)N(C)C[C@@H]2OCCCC[C@H](C)Oc3ccc(NC(=O)Nc4ccc(C(F)(F)F)cc4)cc3C(=O)N([C@H](C)CO)C[C@H]2C)cc1	-1.0
C[C@@H]1CN([C@H](C)CO)C(=O)c2cc(NC(=O)Nc3ccc(F)cc3)ccc2O[C@@H](C)CCCCO[C@@H]1CN(C)C(=O)Cc1ccccc1	-17.1
COc1ccc(NC(=O)N[C@@H]2CC[C@@H](CC(=O)NCc3ccccn3)O[C@@H]2CO)cc1	6.3

Of the compounds above, 2 contain a cyano group.
SMILES	NSD2 inh
C[C@H](CO)N1C[C@H](C)[C@H](CN(C)Cc2cccc(F)c2)Oc2cc(-c3cccc(C#N)c3)ccc2S1(=O)=O	7.0
C=CCN1CCN(c2nc3ccccc3nc2C#N)CC1	-8.2

Later entries
SMILES	NSD2 inh
CS(=O)(=O)Nc1ccc2c(c1)[C@@H]1C[C@H](CC(=O)NC3CCCCC3)O[C@H](CO)[C@@H]1O2	1.7
Cc1ccc(S(=O)(=O)N(C)C[C@H]2Oc3ncc(C#CC4(O)CCCC4)cc3C(=O)N([C@@H](C)CO)C[C@H]2C)cc1	12.4
Cc1ccc(S(=O)(=O)Nc2cccc3c2O[C@@H](CN(C)S(=O)(=O)c2ccc(C)cc2)[C@@H](C)CN([C@H](C)CO)C3=O)cc1	-104.0
COc1ccc(NC(=O)N(C)C[C@@H]2Oc3ccc(NC(=O)Nc4ccc5c(c4)OCO5)cc3CC(=O)N([C@@H](C)CO)C[C@H]2C)cc1	0.3
C[C@H]1CN([C@@H](C)CO)C(=O)Cc2cc(NC(=O)CCN3CCOCC3)ccc2O[C@H]1CN(C)S(C)(=O)=O	-332.1
C[C@@H]1CN([C@H](C)CO)C(=O)c2cc(C#CC(C)(C)O)cnc2O[C@@H]1CN(C)Cc1cncnc1	-163.6
C[C@@H]1CN([C@H](C)CO)C(=O)CCCn2nncc2CO[C@@H]1CN(C)Cc1ccc2c(c1)OCCO2	-4.1
COc1ccc(NC(=O)Nc2cccc3c2O[C@H](CN(C)C)[C@H](C)CN([C@H](C)CO)C3=O)cc1	-4.2
CCC(=O)N(C)C[C@H]1Oc2cc(-c3cncnc3)ccc2S(=O)(=O)N([C@H](C)CO)C[C@H]1C	2.3
CC(=O)O[C@H]1C[C@@]2(C)[C@@H](C[C@@H](O)[C@H]3[C@@]4(C)CC[C@@H](O)[C@@H](C)C4CC[C@@]32C)/C1=C(\CCC=C(C)C)C(=O)O (some centres not stated)	-2.3
C[C@H](CO)N1C[C@H](C)[C@H](CN(C)S(=O)(=O)c2cccs2)Oc2c(NC(=O)Nc3ccc(C(F)(F)F)cc3)cccc2C1=O	-9.3
C[C@H]1CCCCO[C@H](CN(C)S(=O)(=O)c2ccccc2)[C@@H](C)CN([C@@H](C)CO)C(=O)c2cc(NC(=O)Nc3ccc4c(c3)OCO4)ccc2O1	-0.3
Cc1noc(C)c1S(=O)(=O)Nc1cccc2c1O[C@@H](CN(C)Cc1ccc(Oc3ccccc3)cc1)[C@@H](C)CN([C@H](C)CO)C2=O	-5.2
Cc1noc(C)c1NC(=O)Nc1ccc2c(c1)C(=O)N([C@H](C)CO)C[C@H](C)[C@H](CN(C)S(C)(=O)=O)O2	4.3
Cc1ccc(S(=O)(=O)N(C)C[C@H]2Oc3ccc(NC(=O)NC(C)C)cc3CC(=O)N([C@H](C)CO)C[C@H]2C)cc1	0.4
NCCCCCCNC(=O)[C@@H]1C[C@@H]2C(=O)NCC(=O)N2[C@@H]1c1ccc(O)cc1	-0.2
Cc1noc(C)c1NC(=O)N(C)C[C@@H]1Oc2c(NC(=O)Nc3ccc(C(F)(F)F)cc3)cccc2C(=O)N([C@@H](C)CO)C[C@@H]1C	-3.0
Cc1noc(C)c1C(=O)N(C)C[C@H]1OCc2ccccc2-c2ccccc2C(=O)N([C@H](C)CO)C[C@@H]1C	-7.0
CO[C@H](CN(C)C(=O)C1CCOCC1)[C@@H](C)CN(C(=O)Nc1ccc(C(F)(F)F)cc1)[C@H](C)CO	0.8
COc1ccc(S(=O)(=O)N(C)C[C@H]2Oc3ccc(NC(=O)Nc4ccccc4)cc3C(=O)N([C@H](C)CO)C[C@H]2C)cc1	-3.7
C[C@@H]1CN([C@H](C)CO)C(=O)c2cc(-c3ccncc3)cnc2O[C@H]1CN(C)Cc1ccc(F)cc1	4.0
C[C@H]1CN([C@@H](C)CO)C(=O)c2cccc(NC(=O)c3cnccn3)c2O[C@@H]1CN(C)S(C)(=O)=O	2.0
CC(C)(Oc1ccc(C2CC2(Cl)Cl)cc1)C(=O)O (configuration not stated)	6.3
C[C@@H]1CN([C@@H](C)CO)C(=O)c2cc(C#CCN(C)C)cnc2O[C@@H]1CN(C)C(=O)c1cnccn1	4.4
C[C@@H]1CN([C@H](C)CO)C(=O)c2c(c3ccccc3n2C)-c2ccccc2CO[C@H]1CN(C)C(=O)c1ccccc1	-11.2
CC(C)CC#Cc1cnc2c(c1)C(=O)N([C@@H](C)CO)C[C@@H](C)[C@H](CN(C)C(=O)Cc1ccccc1)O2	3.9
C[C@@H]1CCCCO[C@H](CN(C)Cc2ccc3c(c2)OCO3)[C@@H](C)CN([C@H](C)CO)C(=O)c2cc(NC(=O)CCC(F)(F)F)ccc2O1	3.0
C[C@@H]1CN([C@@H](C)CO)C(=O)CCCn2cc(nn2)CO[C@@H]1CN(C)C(=O)OCc1ccccc1	23.8
C[C@H](CO)N1C[C@H](C)[C@@H](CN(C)Cc2ccccc2)Oc2ccc(NC(=O)Nc3ccc(C(F)(F)F)cc3)cc2CC1=O	-5.5
C[C@H](CO)N1C[C@H](C)[C@@H](CN(C)S(=O)(=O)c2ccccc2)Oc2ccc(NC(=O)CCCN(C)C)cc2C1=O	3.0
COc1ccc(S(=O)(=O)Nc2ccc3c(c2)CC(=O)N([C@H](C)CO)C[C@H](C)[C@@H](CN(C)Cc2ccc4c(c2)OCO4)O3)cc1	-0.8
COc1ccc(S(=O)(=O)N(C)C[C@H]2Oc3ccc(NC(=O)Cn4cnnn4)cc3C(=O)N([C@H](C)CO)C[C@@H]2C)cc1	4.2
CNC[C@@H]1Oc2ccc(NC(=O)CCN3CCOCC3)cc2CC(=O)N([C@H](C)CO)C[C@H]1C	1.5
CCCc1nn(C)c2c(=O)[nH]c(-c3cc(S(=O)(=O)N4CCN(C)CC4)ccc3OCC)nc12	1.7
C[C@@H]1O[C@@H](O[C@@H]2[C@@H](O)[C@H](OCCc3ccc(O)c(O)c3)O[C@H](CO[C@@H]3OC[C@](O)(CO)[C@H]3O)[C@H]2OC(=O)/C=C/c2ccc(O)c(O)c2)[C@H](O[C@@H]2OC[C@H](O)[C@H](O)[C@H]2O)[C@H](O)[C@H]1O	9.0
C[C@@H]1CN([C@@H](C)CO)C(=O)CCCn2nncc2CO[C@H]1CN(C)C(=O)Cc1ccccc1	0.4
COc1ccc(NC(=O)Nc2ccc3c(c2)C(=O)N([C@@H](C)CO)C[C@@H](C)[C@H](CN(C)Cc2ccc(C(F)(F)F)cc2)OCCCC[C@H](C)O3)cc1	3.5
C[C@@H]1CN([C@@H](C)CO)C(=O)c2cc(NC(=O)NC3CCCCC3)ccc2O[C@@H]1CN(C)Cc1ccc(C(=O)O)cc1	-1.5
CCO[C@H]1OC(C(=O)NCc2ccccc2)=C[C@@H](c2ccccc2)[C@@H]1CCCO	2.1
O=C1N(CCS(=O)(=O)c2ccccc2)Cc2ccccc2C[C@@]12N=C(c1ccc(OCCCO)cc1)O[C@H]2c1ccccc1	7.1
C[C@@H]1CN([C@H](C)CO)C(=O)c2cc(-c3cccc(F)c3)cnc2O[C@@H]1CN(C)C(=O)C1CCOCC1	-0.4
CCCNC(=O)[C@@]1(C)c2ccccc2C(=O)N(Cc2ccc(OC(F)(F)F)cc2)[C@H]1c1ccc(CO)cc1	-3.6
C[C@H](CO)N1C[C@H](C)[C@H](CN(C)C(=O)c2cccnc2)Oc2cc(-c3cccc(C#N)c3)ccc2S1(=O)=O	-2.1
Cc1ccc(S(=O)(=O)N(C)C[C@H]2Oc3c(NC(=O)c4ccncc4)cccc3C(=O)N([C@@H](C)CO)C[C@@H]2C)cc1	-3.0
COc1cccc(NC(=O)N(C)C[C@H]2OCc3ccccc3-c3ccccc3C(=O)N([C@H](C)CO)C[C@H]2C)c1	-1.6
COC(=O)CCCCCCC(=O)N/N=C/c1ccc2c(c1)CCO2	-1.4
C[C@@H]1CN([C@H](C)CO)C(=O)c2cccc(N(C)C)c2O[C@@H]1CN(C)Cc1ccc(Oc2ccccc2)cc1	-3.6
COc1cccc(-c2cnc3c(c2)C(=O)N([C@H](C)CO)C[C@H](C)[C@H](CN(C)Cc2cccc(C(F)(F)F)c2)O3)c1	23.4
O=C(NCCSc1c(-c2ccc(Br)cc2)[nH]c2ccccc12)c1ccncc1	-4.1
C[C@@H]1CN([C@@H](C)CO)S(=O)(=O)c2ccc(C#CC3(O)CCCC3)cc2O[C@H]1CN(C)C(=O)c1ccncc1	14.1

Among those listed so far, three have an NH in an aromatic ring.
SMILES	NSD2 inh
CC(C)NC[C@H](O)COc1cccc2[nH]ccc12	1.2
CCCc1nn(C)c2c(=O)[nH]c(-c3cc(S(=O)(=O)N4CCN(C)CC4)ccc3OCC)nc12	1.7
O=C(NCCSc1c(-c2ccc(Br)cc2)[nH]c2ccccc12)c1ccncc1	-4.1

Carrying on:
SMILES	NSD2 inh
CCC1(CC)Cc2ccccc2C(CC(=O)N2CCOCC2)=N1	0.7
CCCC#Cc1cnc2c(c1)C(=O)N([C@@H](C)CO)C[C@@H](C)[C@H](CN(C)C(=O)c1cccc(F)c1)O2	-6.1
C[C@H]1CN([C@@H](C)CO)C(=O)c2cccc(NS(=O)(=O)c3ccc(F)cc3)c2O[C@H]1CN(C)Cc1ccccc1	0.4
C[C@@H]1CN([C@H](C)CO)C(=O)c2cc(NS(=O)(=O)c3ccc(F)cc3)ccc2O[C@@H]1CN(C)CC1CC1	-3.2
C[C@H]1CN([C@@H](C)CO)C(=O)c2cc(C#CC3CCCCC3)cnc2O[C@@H]1CN(C)Cc1cncnc1	-0.1
C[C@@H]1CN([C@@H](C)CO)C(=O)c2cccc(NC(=O)C3CCCCC3)c2O[C@H]1CN(C)C(=O)Nc1ccc2c(c1)OCO2	6.5
COc1ccc(NC(=O)N(C)C[C@H]2Oc3ccc(NC(=O)Nc4ccccc4)cc3C(=O)N([C@H](C)CO)C[C@H]2C)cc1	-10.2
CC(C)NC(=O)N(C)C[C@H]1Oc2cc(C#Cc3ccc(F)cc3)ccc2S(=O)(=O)N([C@@H](C)CO)C[C@H]1C	-2.1
COc1ccccc1C#Cc1cnc2c(c1)C(=O)N([C@@H](C)CO)C[C@H](C)[C@H](CN(C)C(=O)CC1CC1)O2	4.8
CO[C@H](CN(C)Cc1cc(F)ccc1F)[C@H](C)CN(C(=O)Nc1ccc(C(F)(F)F)cc1)[C@@H](C)CO	-1.5
Cc1ccccc1S(=O)(=O)N(C)C[C@@H]1OCc2cnnn2CCCC(=O)N([C@H](C)CO)C[C@H]1C	1.6
COc1ccc(S(=O)(=O)N(C)C[C@H]2Oc3ncc(C#CC4(O)CCCC4)cc3C(=O)N([C@H](C)CO)C[C@@H]2C)cc1	-1.6

Shown bar-delimited: entries from further up
SMILES | NSD2 inh
CCC1(CC)Cc2ccccc2C(CC(=O)N2CCOCC2)=N1 | 0.7
CO[C@H](CN(C)Cc1cc(F)ccc1F)[C@H](C)CN(C(=O)Nc1ccc(C(F)(F)F)cc1)[C@@H](C)CO | -1.5

Screening data: PubChem BioAssay, Broad Institute

An excerpt; the hit share may differ from the screen's.
